# Screens as filed in PubChem BioAssay.
# ABCB1 block: ABCB1 efflux pump inhibitors, primary screen, cell-based, multiplex, flow cytometry, ABCG2 counter-screen | ATP-dependent translocase ABCB1 (Homo sapiens), P08183 | CCRF-Adr cells, JC-1 efflux | inhibition, % at 6.6 µM | hit rate 0.067% among 190,000 | AID 1326, 2008; in the data active = inhibition above about 40%;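 note: 0% = vehicle and 100% = reference inhibitor; higher value means more JC-1 retained so stronger ABCB1 efflux block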
# Avidin bead fluor: green autofluorescence of compounds with avidin beads – biophysical, 488/530 nm, flow cytometry, artefact control, profiling panel | compound fluorescence 488/530 nm; hits give high values | fluorescence (KMESF) at 10 µM | hit rate 0.38% among 220,000; in the data active = fluorescence above about 47; note: inactives centre near 10
# Mcl1-Noxa inh: Mcl-1/Noxa binding inhibitors, primary screen, biochemical, TR-FRET, 1536-well. TR-FRET Mcl-1/Noxa peptide binding, 2 h. inhibition, % at 21.7 µM. hit rate 1.5% among 220,000;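 active = compounds that cut the protein-peptide binding signal by more than 50% relative to plate controls in a single-dose test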;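 note: His-tagged Mcl-1 with rhodamine Noxa BH3 peptide and terbium anti-His antibody; 0% = Mcl-1 plus Noxa peptide wells and 100% = peptide-only wells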
# Target sequence (Q07820 whole entry, looked up): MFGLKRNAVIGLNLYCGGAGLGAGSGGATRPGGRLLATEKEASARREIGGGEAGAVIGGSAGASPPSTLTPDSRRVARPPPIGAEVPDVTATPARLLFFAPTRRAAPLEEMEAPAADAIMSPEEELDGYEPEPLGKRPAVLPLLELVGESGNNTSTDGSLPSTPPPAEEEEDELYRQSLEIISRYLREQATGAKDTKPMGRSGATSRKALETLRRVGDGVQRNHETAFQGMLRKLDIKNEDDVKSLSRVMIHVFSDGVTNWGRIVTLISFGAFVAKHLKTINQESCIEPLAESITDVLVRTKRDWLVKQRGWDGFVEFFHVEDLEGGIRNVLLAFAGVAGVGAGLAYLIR
# Bim-Mcl-1: inhibitors of Bim peptide binding to Mcl-1, primary screen, biochemical, bead-based flow cytometry, multiplex; Bim peptide-Mcl-1 binding; inhibition, % at 10 µM; hit rate 0.1% among 190,000; in the data active = inhibition above about 40%;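 note: 0% = no compound tracer wells and 100% = peptide blocker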
# RGS4-Gao reg: modulators of RGS4 binding to Galphao, primary screen, biochemical, multiplexed bead flow cytometry. Guanine nucleotide-binding protein G(o) subunit alpha (Homo sapiens), P09471. actives lie on both sides. binding response (% of control), % at 10 µM. hit rate 0.33% among 220,000. AID 1415, 2008; in the data active = binding response below about 49% or above about 150%; inactive = in between;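 note: fluorescent Galphao activated with aluminum fluoride binding bead-coupled RGS4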
# ABCG2 block: ABCG2 efflux pump inhibitors, primary screen, multiplex with ABCB1, IgMXP3 cells, flow cytometry | JC-1 efflux | inhibition, % at 6.6 µM | hit rate 0.1% among 190,000 | Broad substrate specificity ATP-binding cassette transporter ABCG2 (Homo sapiens), Q9UNQ0 | AID 1325, 2008;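 active = inhibition above 80%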;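 note: 0% = DMSO and 100% = nicardipine control wells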
# Target sequence (Q9UNQ0 whole entry, looked up): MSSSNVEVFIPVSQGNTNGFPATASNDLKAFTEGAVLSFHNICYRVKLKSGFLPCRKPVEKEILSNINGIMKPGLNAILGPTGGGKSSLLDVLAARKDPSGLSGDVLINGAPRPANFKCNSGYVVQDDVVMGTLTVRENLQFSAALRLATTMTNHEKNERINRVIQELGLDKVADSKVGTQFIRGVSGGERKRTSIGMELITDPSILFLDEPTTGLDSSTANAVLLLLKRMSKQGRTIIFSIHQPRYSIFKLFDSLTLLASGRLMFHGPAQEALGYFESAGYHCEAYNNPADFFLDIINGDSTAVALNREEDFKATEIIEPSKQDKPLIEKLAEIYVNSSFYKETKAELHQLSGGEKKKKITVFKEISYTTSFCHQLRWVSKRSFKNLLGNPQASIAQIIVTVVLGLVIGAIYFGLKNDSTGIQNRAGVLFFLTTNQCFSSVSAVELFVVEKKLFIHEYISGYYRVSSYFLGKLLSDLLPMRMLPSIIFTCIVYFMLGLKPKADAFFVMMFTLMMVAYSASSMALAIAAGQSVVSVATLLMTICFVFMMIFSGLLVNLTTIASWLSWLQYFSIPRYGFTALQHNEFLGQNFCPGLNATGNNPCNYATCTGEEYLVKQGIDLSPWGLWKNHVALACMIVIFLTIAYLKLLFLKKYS
#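 material = IgMXP3 (ABCG2) plus far-red-tagged CCRF-Adr (ABCB1) cells | amount = 3 million cells/mL, equal mix of both lines | also added = JC-1 transporter substrate | dosing = one concentration, 6.6 µM final | schedule = 10 min at 25 °C | measured by = flow cytometric JC-1 green MFI at 530 nm | read-out basis = percent efflux inhibition, scaled nicardipine 100% to DMSO 0%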
# GSH fluor: compound fluorescence on glutathione beads, profiling panel, artefact control, biophysical, 488/530 nm, flow cytometry; GSH beads flow cytometry, compound fluorescence 488/530 nm; hits give high values; fluorescence (KMESF) at 10 µM; hit rate 0.25% among 190,000; in the data active = fluorescence above about 89;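 note: glutathione beads carrying GST-tagged Bcl family fusion proteins plus one bare bead set; values are compound well signal with DMSO vehicle wells as background; inactives centre near 16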
# Pf gamet viab: late stage P. falciparum gametocyte viability inhibitors, primary screen, ATP luminescence, HTS; P. falciparum stage V gametocytes, 24 h; inhibition, % at 10.9 µM; hit rate 0.065% among 150,000; AID 743093, 2013;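 active = inhibition above the mean plus 3 SD of compounds within the control limits, set per campaign, cut at about 38% in these data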;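 note: 0% = DMSO wells and 100% = medium only without gametocytes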
# RGS7-Gao: RGS7-Galphao binding modulators, primary screen, biochemical, multiplexed bead flow cytometry; Guanine nucleotide-binding protein G(o) subunit alpha (Homo sapiens), P09471; binding response (% of control), % at 10 µM; hit rate 0.35% among 220,000; AID 1439, 2008; actives lie on both sides; in the data active = binding response below about 49% or above about 150%; inconclusive = no clear call, values can overlap the other calls; inactive = in between;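 note: fluorescent Galphao held in activated GDP-AlF4 state binding bead-coupled RGS7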
# Mcl1-Bid inh: Mcl-1/Bid binding inhibitors, primary screen, biochemical, TR-FRET, 1536-well. inhibition, % at 21.7 µM. TR-FRET Mcl-1/Bid-Dy647 peptide binding. Induced myeloid leukemia cell differentiation protein Mcl-1 (Homo sapiens), Q07820. hit rate 0.97% among 220,000;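 active = compounds that cut the binding signal by more than half at the single screening dose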;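 note: His-tagged Mcl-1 with europium anti-His antibody binding Bid BH3 peptide; 0% = Mcl-1 plus peptide wells and 100% = peptide-only wells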
# RGS8-Gao reg: RGS8-Galphao binding modulators, primary screen, biochemical, multiplexed bead flow cytometry; Guanine nucleotide-binding protein G(o) subunit alpha (Homo sapiens), P09471; actives lie on both sides; response (percent of control binding), % at 10 µM; hit rate 0.34% among 220,000; AID 1423, 2008; in the data active = response below about 60% or above about 140%; inactive = in between;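 note: Galphao activated as the GDP aluminium fluoride complex binding bead-coupled RGS8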
# * marks the source's active call; other numbers are inactive results; ? = inconclusive; nt = not tested or not shown.
SMILES,ABCB1 block,Avidin bead fluor,Mcl1-Noxa inh,Bim-Mcl-1,RGS4-Gao reg,ABCG2 block,GSH fluor,Pf gamet viab,RGS7-Gao,Mcl1-Bid inh,RGS8-Gao reg
CCOc1ccccc1OCCNC1CCCC1,2.1,2,35,-3,117,10,24,-13,98,32,107
COCc1cc(C)nc(SCC(=O)Nc2cccc(C)c2)c1C#N,-0.7,27,-13,-1,101,21,33,13,98,-1,101
Cc1ccc(NC(=O)CC2C(=O)OCC3CCCCN32)cc1Cl (stereo not given),-0.1,2,15,-3,99,0,5,-4,101,-17,104
COc1ccc(C(C(=O)NC2CCCC2)N(C(=O)c2snc(-c3ccc(F)cc3)c2N)c2ccc(F)cc2)cc1 (stereo not given),2.2,8,9,0,101,9,23,-13,102,-44,102
O=C(Nc1ccc(F)cc1)C(Sc1nc2ccccc2[nH]1)c1ccccc1 (stereo not given),0.2,14,6,-4,99,9,16,8,100,-16,102
Nc1nnc(CC(=O)N/N=C\c2cc([N+](=O)[O-])ccc2O)s1,-0.7,12,30,-4,96,-12,9,nt,94,-60,98
COC(=O)C1=C(C(=O)OC)[C@@H]2N(C)c3ccccc3[C@@]23C[C@@H](CO)N(C(=O)NCCBr)C3=N1,nt,7,-14,nt,97,nt,nt,2,?,-29,100
COc1ccc(S(=O)(=O)n2nc(OC(=O)c3ccncc3)cc2N)cc1,0.4,5,13,-3,95,0,20,nt,96,-4,95
COc1ccccc1C(=O)NC(=O)CSc1cccc[n+]1[O-],0.8,10,12,-1,104,7,11,7,102,-15,101
CCC(OC(=O)C(NC(=O)c1ccccc1)c1ccccc1)C(=O)Nc1cc(C)on1 (stereo not given),0.2,31,-25,1,99,1,44,-10,100,-6,103
CC(=O)c1c(CC(=O)O)[nH]n(-c2nc3ccccc3s2)c1=O,0.3,17,49,-2,104,2,13,5,94,-82,101
CC(C)(C)C(=O)Nc1sc2c(c1-c1nc3ccccc3[nH]1)CCCC2,0.4,8,-4,0,96,7,16,nt,91,-10,97
CCOc1cccc(N2C(=O)CC(NNC(=O)c3ccc(Br)o3)C2=O)c1 (stereo not given),nt,3,7,nt,87,nt,nt,-17,?,-10,96
CC(C)N(Cc1nc(-c2ccccc2)no1)C(=O)CSc1ccccc1,2.0,16,17,-2,99,2,25,nt,103,5,99
CC(C)c1nnc(SCC(=O)N2CCN(C(=O)c3ccco3)CC2)n1N,0.5,20,6,0,95,2,11,6,94,-4,98
Cc1ccsc1C(=O)NNC(=O)C1CC=CCC1C(=O)O (stereo not given),3.9,1,9,-4,96,6,10,10,93,1,90
Cc1ccc2cc(/C=N/NC(=O)c3ccccc3[N+](=O)[O-])c(Cl)nc2c1,5.2,12,2,-4,99,17,11,4,103,17,101
O=C(CSc1nc(-c2ccco2)cc(C(F)(F)F)n1)Nc1ccc(C(=O)N2CCOCC2)cc1,1.3,5,-5,-1,96,13,16,nt,99,-9,104
O=C(c1cccnc1)N1CCc2ccccc2C1,0.0,8,17,2,98,1,5,18,96,-4,102
O=C(NCC(F)(F)F)Nc1cccnc1,1.6,21,17,-2,102,17,21,3,99,-32,99

# In another format: results already given.
# Value order: ABCB1 block, Avidin bead fluor, Mcl1-Noxa inh, Bim-Mcl-1, RGS4-Gao reg, ABCG2 block, GSH fluor, Pf gamet viab, RGS7-Gao, Mcl1-Bid inh, RGS8-Gao reg
> COc1ccccc1C(=O)NC(=O)CSc1cccc[n+]1[O-]
 : 0.8, 10, 12, -1, 104, 7, 11, 7, 102, -15, 101
> CCC(OC(=O)C(NC(=O)c1ccccc1)c1ccccc1)C(=O)Nc1cc(C)on1 (stereo not given)
 : 0.2, 31, -25, 1, 99, 1, 44, -10, 100, -6, 103

# The list goes on:
SMILES,ABCB1 block,Avidin bead fluor,Mcl1-Noxa inh,Bim-Mcl-1,RGS4-Gao reg,ABCG2 block,GSH fluor,Pf gamet viab,RGS7-Gao,Mcl1-Bid inh,RGS8-Gao reg
CCC(C)(C)NC(=O)Cc1ccccc1OC,0.6,11,11,0,99,15,11,-10,105,-2,102
COCCNC(=O)Nc1ccc(F)cc1,-0.8,11,8,0,100,1,9,6,92,-17,101
CN1CCN(c2nc(-c3ccccc3)nc(-c3ccc(F)cc3)c2C#N)CC1,1.3,10,3,2,96,9,18,2,?,7,98
COc1ccccc1N1CCN(c2nc3ccccn3c(=O)c2C=O)CC1,0.6,32,-5,0,97,11,23,nt,99,4,98
CC(=O)N1CCN(c2ccc([N+](=O)[O-])cc2C#N)CC1,0.6,14,0,1,96,4,8,2,96,-11,92
CCN(CC)C(=O)/C=C/c1ccc(OC)c(S(=O)(=O)N2CCCCC2)c1,1.4,11,-11,0,98,10,9,-32,98,-3,100
COc1ccc(-c2cc(OC)c3c(C)oc(C)c3c(=O)c2)cc1OC,1.6,13,0,0,100,5,10,10,99,-33,99
O=C1CC(N2CCN(C/C=C/c3ccccc3)CC2)C(=O)N1Cc1cccs1 (stereo not given),0.5,13,8,-1,99,-1,24,-27,100,12,102
Cc1[nH]nc2c1C(c1ccc(-c3ccccc3C#N)o1)C(C#N)=C(N)O2 (stereo not given),-3.7,5,22,-1,88,-5,29,nt,87,5,94
COc1ccc(NC2=NCCC(=O)N2Cc2cccs2)cc1,0.1,4,19,1,104,1,14,nt,102,0,101
Cc1ccc(SCc2nnc(NC(=O)c3ccccc3)s2)cc1,0.8,17,-3,-2,111,2,4,4,103,-18,101
CCN(CC(=O)NCc1ccc(F)cc1)C(=O)/C=C/c1cccs1,0.2,4,-3,-3,98,6,16,-4,98,-21,102
Cc1ccc(C(=O)NCc2ccccn2)o1,0.9,14,13,-4,100,-1,13,-3,98,-9,104
CCCCCn1c(SCc2cccc(C)c2)nc2c1c(=O)[nH]c(=O)n2C,nt,8,7,nt,108,nt,nt,nt,?,7,102
Cc1n[nH]c(=O)nc1N/N=C/c1ccc(O)c([N+](=O)[O-])c1,1.4,7,10,-12,103,52,18,nt,103,-64,103
CC1=C(C(=O)NC(C)C)C2(CCC(C)CC2)OC1=O (stereo not given),0.8,26,10,-5,100,3,15,nt,102,-11,99
Cn1cccc1/C=N/NC(=O)c1ccncc1,nt,8,6,nt,101,nt,nt,-1,?,-37,101
CCNC(=O)COC(=O)Cc1ccc(Cl)cc1Cl,0.1,9,13,0,94,3,16,nt,96,-26,96
COc1cc(O)c(C(CC(=O)N2CCCC2)c2ccc3c(c2)OCO3)c(OC)c1 (stereo not given),nt,11,7,nt,105,nt,nt,-8,?,-25,104
O=C1CCCC2=C1C(c1cccs1)CC(=O)N2c1ccc(F)cc1 (stereo not given),0.0,9,-4,-2,101,0,23,-4,97,-1,100
Cc1cc(-c2ccccc2)nc(SCc2ccc(C(=O)O)o2)n1,0.9,9,15,3,106,4,9,nt,106,-4,104
COc1ccc(NC(=O)c2ccc(CNS(=O)(=O)c3cccc(OC)c3)cc2)cc1,-0.2,7,9,3,110,0,9,-1,109,-13,105
O=C(COC(=O)c1ccc(S(=O)(=O)NCc2ccco2)cc1)NCCC1=CCCCC1,0.0,13,15,-5,102,14,36,-2,100,0,101
CCCN1C(=O)C2(C(C(=O)c3ccc(C)o3)=C(O)C(=O)N2CCCN2CCOCC2)c2ccccc21 (stereo not given),-1.6,13,14,-2,98,-4,36,nt,97,3,98
COc1cc(CC(NC(C)=O)C(=O)NC2CCN(c3c4c(nc5ncnn35)CCC4)CC2)cc(OC)c1 (stereo not given),-0.8,11,11,0,102,-1,15,nt,106,-16,107
COc1cc(C)c(S(=O)(=O)Nc2ccccc2F)cc1C,0.6,10,nt,-2,97,4,30,-5,95,-5,96
CC1=C(C(N)=O)C(c2cccnc2)n2nc(-c3cccc(C)c3)nc2N1 (stereo not given),-0.5,14,0,-3,96,0,9,2,97,-7,100
O=C(CSc1n[nH]c(-c2ccccc2)n1)c1ccccc1,-0.8,7,5,0,100,2,19,nt,104,-11,99
CC(C)C(C(=O)NCc1ccco1)N(CC1CCCO1)C(=O)CNS(=O)(=O)c1ccccc1 (stereo not given),0.1,8,17,-2,96,-1,14,-12,96,-28,98
O=C(CN1CCCCCC1)N1c2ccccc2C=Cc2ccccc21,0.4,8,3,2,103,1,5,1,103,4,101
Cc1ccccc1NC(=O)CCN1C(=O)CSC1=O,0.0,5,-13,0,101,0,15,nt,98,-8,100
O=c1ccn(Cc2ccccc2)cc1,nt,10,-3,nt,111,nt,nt,21,?,-46,103
COc1ccc(C2C3=C(CC(C)(C)CC3=O)N(CCN3CCOCC3)C3=C2C(=O)CC(C)(C)C3)cc1,nt,7,-20,nt,101,nt,nt,0,?,-72,101
Cc1nnc2sc(SCC(=O)Nc3cccc(Cl)c3)nn2c1=O,1.0,5,-67,0,95,5,19,-16,98,-49,101
Cc1nnc(SCC(=O)N2CCN(c3ccccc3)CC2)n(N)c1=O,0.0,6,2,-2,103,1,19,2,98,-26,100
FC(F)(F)c1nc(NCC2CCCO2)c2nnn(Cc3ccccc3Cl)c2n1 (stereo not given),1.7,12,-4,0,102,6,28,5,?,-5,99
COc1ccccc1NC(=O)c1sc2ncn(Cc3ccccc3C)c(=O)c2c1C,0.8,7,-12,0,95,2,51,10,94,-28,98
COc1cc(C(O)c2nc3ccccc3s2)cc(OC)c1OC (stereo not given),nt,7,-19,nt,105,nt,nt,nt,?,-36,103
O=c1c2ccccc2nc(-c2ccccc2)n1CCCN1CCOCC1,0.3,9,-19,-1,103,1,21,4,103,-18,103
CC(c1nnc(SCC(=O)N2CC(=O)Nc3ccccc32)n1Cc1ccccc1)N(C)C (stereo not given),0.1,38,4,-5,99,0,19,18,100,-22,100
COc1ccc(N(CC(O)Cn2c3ccccc3c3ccccc32)S(=O)(=O)c2ccccc2)cc1 (stereo not given),1.6,8,nt,-5,96,1,37,21,96,-14,98
O=C(N/N=C\c1ccc(F)cc1)c1ccc(Cn2cc(Br)c([N+](=O)[O-])n2)o1,3.2,1,2,0,92,8,7,6,92,-18,87
CCOC(=O)c1ccc(NC(=O)Cn2cc3c(n2)CCC(C)C3)cc1 (stereo not given),0.8,24,17,-3,102,5,14,nt,102,-11,101
COc1ccc(CNS(=O)(=O)c2ccc(F)c(C(=O)Nc3ccc(OC)cc3)c2)cc1,-1.2,7,53*,-2,105,0,8,-12,103,-12,103
COc1ccc2[nH]cc(CCCN3C(=O)c4ccccc4C3=O)c2c1,1.1,19,4,-4,98,49,11,-24,98,-46,98
